Yfh1-off respiration – enhancers of respiration in Yfh1-depleted yeast, dose response, Friedreich's ataxia, plus single-dose screen (AID 1465) | one-dose fold induction at 50 µM; EC50 in µM for titrated hits | 220,000 tested, 0.074% active | S. cerevisiae Yfh1-off respiration, WST-1 reduction, 72 h; higher fold induction means a stronger effect;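 active = fold induction of absorbance versus untreated yeast above a set limit, then at least 30% activation at any dose in follow-up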;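 also: activators that raise dye reduction in frataxin-depleted yeast; strong numbers were not always called active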
Autophagy HCS – autophagy modulation, high-content screen. MEF GFP-LC3 puncta imaging; test concentration mostly 10 µM. calls only at 10 µM (by protocol). 190,000 tested, 0.98% active;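 active = percentage of spot-positive cells more than 3 SD above its plate mean, without a fluorescence outlier flag or 80% toxicity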;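 also: spot-positive cell cutoff set from DMSO-treated cells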
MT stabilizer – microtubule stabilizers in HeLa cells. % tubulin-high responders, % at 10 µM. HeLa tubulin immunostaining HCS, 24 h; share of cells brighter than vehicle mean+2SD. AID 2205. 200,000 tested, 0.83% active;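 active = plate Z-score above 3 for both tubulin-high and condensed-nucleus cell shares, with cell loss under 80%, at 10 µM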;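 also: anti alpha tubulin signal scored within the nucleus-defined area of each cell; some results filed as inactive read as strong as hits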
Dynein cargo inh – dynein cargo transport inhibition; z-score, hits read low; 3617.4 mouse cells, GR-EGFP nuclear translocation imaging; test concentration mostly 20 µM; stimulated with dexamethasone, 1 µM; hits give low values; 220,000 tested, 0.47% active;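 active = plate z-score of nuclear minus cytoplasmic receptor signal below a set negative limit, without overly bright fluorescence or cell loss, cut at about -3.5 in these data, passing the limit was not always enough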;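 also: z-score of nuclear minus cytoplasmic ring GR-EGFP intensity difference per well; some compounds called inactive have numbers as strong as hits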
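Buffer or medium: tet-free, stripped-serum medium; Also added: dexamethasone, 1.0 µM final; Technique: high-content fluorescence imaging after fixation; Times: 48 h induction, 1 h compound, 30 min dex at 37 °C; Read-out: per-cell GR-EGFP intensity, nucleus versus surrounding cytoplasmic ring, well-averaged.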
M17LAP inhibition – P. falciparum M17LAP inhibitors, primary screen, biochemical, fluorogenic H-Leu-NHMec substrate, 1536-well (AID 1619) | inhibition, % at 30 µM, or IC50 in µM where a hit was titrated | 220,000 tested, 0.38% active | recombinant M17LAP, H-Leu-NHMec fluorogenic kinetic assay; higher % means a stronger effect;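 active = compound inhibiting the enzyme by more than half at any dose during confirmatory dose-response retesting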;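 also: plate controls were full reaction with DMSO carrier for no effect and no enzyme background for full effect; strong numbers were not always called active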
b-catenin transl – alters nuclear translocation of beta-catenin in HeLa cells | nuclear translocation activity, % at 5 µM | immunofluorescence imaging | AID 1665 | 190,000 tested, 0.3% active;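 active = nuclear translocation activity above 50% at 5 µM, with a well cell count of 50 or more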;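 also: per-cell ratio of nuclear to cytoplasmic median beta-catenin stain intensity; plate controls were DMSO negative control for no effect and GSK-3 inhibitor IX positive control for full effect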
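Test system: human HeLa cells, endogenous beta-catenin. Times: 24 h compound exposure, 37°C. Measured by: beta-catenin immunofluorescence imaging with DAPI.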
T cell modulator – T cell immune modulation candidate; 2C CD8+ T cell-vesicle binding, flow cytometry; hits give low values; calls only at 7 µM; 330,000 tested, 0.068% active;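 active = response, share of CD8 T cells binding vesicles, and their 90th percentile fluorescence all below set limits, cut at about 80% in these data, passing the limit was not always enough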
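material = purified 2C TCR transgenic mouse naive CD8+ T cells | controls = Unloaded micro-vesicles (low), QL9 vesicles with 0.7% DMSO (high) | detection = cytometric PE anti-B7-1 and Alexa647 anti-CD8 signals after 1% paraformaldehyde fixation | incubation = binding step 1.5 h, 37 °C, antibody labelling 20 min, ice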
WT yeast gro inh – growth inhibition of WT yeast, mitochondrial fusion screen; mitochondrial fusion phenotypic screen, WT strain; inhibition, % at 10 µM; 190,000 tested, 2.1% active; AID 1362; in the data active = inhibition above about 58%; tested in S. cerevisiae
P. falciparum M1AAP – P. falciparum M1AAP inhibitors, biochemical, fluorogenic H-Leu-NHMec substrate, 1536-well (AID 1445); 220,000 tested, 0.42% active; recombinant M1AAP, H-Leu-NHMec fluorogenic kinetic assay; higher % means a stronger effect; inhibition, % at 30 µM, or IC50 in µM where a hit was titrated;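 active = primary inhibition above the hit cutoff, then over 50% inhibition at one or more dose response concentrations, cut at about 23% in these data, passing the limit was not always enough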;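 also: plate controls were DMSO full reaction for no effect and no enzyme background for full effect; strong numbers were not always called active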
WT yeast gro inh mutant strain – also measured in WT yeast gro inh; calls as there; inhibition, %; mitochondrial fusion phenotypic screen, mutant strain inhibition
Dynein cargo inh cytoplasmic EGFP – further read-out of Dynein cargo inh, marked with its call; z-score; measured here: cytoplasmic GR-EGFP intensity; hits give high values
Dynein cargo inh nuclear GR-EGFP – second read-out of Dynein cargo inh, no call of its own (marks repeat the call); z-score; measured here: nuclear GR-EGFP intensity;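 lower value marks the stronger effect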
Dynein cargo inh cell count – also measured in Dynein cargo inh; calls as there; z-score; measured here: cell count per field
b-catenin transl cell count 5 µM – recorded beside b-catenin transl, whose call it bears; cell count; measured here: cell count, cytotoxicity flag
T cell modulator vesicle-bound % – also measured in T cell modulator; calls as there; double positive events, %; measured here: CD8+ vesicle-bound cell fraction;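 binding gate set so that unloaded-vesicle control wells show 10% double positive cells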
MT stabilizer Hoechst-high % – recorded beside MT stabilizer, whose call it bears; % Hoechst-high responders; measured here: nuclear condensation Hoechst responders;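 share of cells brighter than vehicle mean plus two SD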
MT stabilizer cytotoxicity % – recorded beside MT stabilizer, whose call it bears; toxicity, %; measured here: cytotoxicity by cell density;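 0% = mean cell density of plate MIN control wells and 100% = no cells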
Autophagy HCS cell loss 18 h – recorded beside Autophagy HCS, whose call it bears; toxicity, %; measured here: cell loss, nuclei count;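 cell loss after 18 h compound exposure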
An asterisk follows results filed as active; i = inactive; x = not tested or not shown. This is a random part of the collection; 4.4% or so of the library scored in one or more.

SMILES	Yfh1-off respiration	Autophagy HCS	Autophagy HCS cell loss 18 h	MT stabilizer	MT stabilizer Hoechst-high %	MT stabilizer cytotoxicity %	Dynein cargo inh	Dynein cargo inh cytoplasmic EGFP	Dynein cargo inh nuclear GR-EGFP	Dynein cargo inh cell count	M17LAP inhibition	b-catenin transl	b-catenin transl cell count 5 µM	T cell modulator	T cell modulator vesicle-bound %	WT yeast gro inh	WT yeast gro inh mutant strain	P. falciparum M1AAP
Cc1ncc(CO)c(/C=N/NC(=S)Nc2ccc(F)cc2)c1O	i	i	17.7	0.6	3.3	7.4	0.366	-0.208	-0.167	-0.09	8.9%	0.5	998	i	37.6	-4.8	-13.0	2.8%
O=S(=O)(c1cccc2cccnc12)N1CCN(c2ccc(F)cc2)CC1	i	i	-4.4	2.8	1.9	8.7	-0.937	-0.223	-0.163	0.71	x	-0.8	1023	i	44.7	-4.0	-17.9	x
CCOc1ccc(N2C(=O)CC(N(Cc3ccco3)C(=O)CC)C2=O)cc1 (stereo unspecified)	i	i	14.3	4.3	2.3	5.1	-0.159	-0.263	0.0258	0.459	-0.2%	0.4	1542	i	47.8	-1.1	5.2	-2.9%
CCc1ccccc1N1CC23C=CC(O2)C(C(=O)OCC(C)C)C3C1=O (stereo unspecified)	i	i	6.4	8.3	1.6	7.9	0.478	0.00218	0.575	-0.614	-9.2%	x	x	i	33.9	6.2	16.0	-0.7%
CC(C)OC(=O)c1cc2ccccc2oc1=O	i	i	6.5	6.0	2.7	6.3	-0.0924	-0.189	0.273	-0.0235	-3.5%	x	x	i	39.2	10.2	5.3	-0.5%
O=C(OCCCCN1C(=O)c2ccccc2C1=O)c1ccc(Br)o1	i	i	13.7	3.1	1.6	1.7	-1.12	-0.352	-0.557	0.737	8.8%	2.6	754	i	25.2	-6.8	9.3	4.9%
Cc1c(OCc2ccccc2)c(=O)ccn1Cc1ccc(F)cc1	i	i	-5.7	2.1	1.7	0.9	-0.466	-0.207	-0.312	0.279	14.5%	9.4	1062	i	57.4	32.1	19.3	-1.9%
COc1cc(C2N(c3cccc(Cl)c3)C(=O)C3CCCN32)cc(OC)c1OC (stereo unspecified)	i	i	-0.5	5.3	2.7	1.0	1.04	-0.125	0.842	-0.643	3.1%	x	x	i	49.0	-5.3	-11.3	14.3%
Cc1cc(C(F)F)n2ncc(C(=O)NC3CCCCCC3)c2n1	i	i	-8.2	1.6	1.8	28.1	0.416	-0.248	0.469	-0.622	-0.1%	x	x	i	59.9	-0.5	-10.0	5.3%
O=C(NCc1ccncc1)C1COc2ccccc2O1 (stereo unspecified)	i	i	-8.0	2.9	1.7	4.3	-0.318	-0.221	-0.879	0.364	1.6%	6.2	1351	i	48.4	5.1	9.5	6.8%
CC(=O)C1(C)N(O)C(C)(C)C(c2cccs2)=[N+]1[O-] (stereo unspecified)	i	i	-3.8	4.0	2.8	6.5	-0.02	-0.253	0.0522	-0.237	11.1%	-0.4	1549	i	31.2	-6.4	9.0	4.4%
O=C(CN1CCCCC1)NNc1nc(-c2ccccc2)c2cc(Br)ccc2n1	i	x	x	x	x	x	-0.499	-0.297	-0.262	1.12	-2.4%	-3.3	1253	i	42.4	x	x	10.0%
CS(=O)(=O)N(CC(=O)Nc1ccccc1Sc1ccccc1)c1ccc(F)cc1	i	i	10.8	1.8	1.4	11.0	-0.495	-0.0708	-0.336	-0.127	-2.6%	-1.2	1407	i	10.0	31.9	31.0	-0.8%
CCn1ccnc1CN(C)C(=O)CCc1nnc(CCC2CCCCC2)o1	i	i	-25.6	3.4	1.5	3.2	-0.501	-0.259	-0.111	0.729	8.6%	-0.3	1566	i	39.3	2.8	6.6	-2.1%
COc1ccc(NC(=O)CCCn2c(=O)c3sccc3n(Cc3ccc(C)cc3C)c2=O)cc1	i	i	-39.4	2.3	3.5	10.2	-0.195	-0.295	0.651	-0.139	-11.4%	-2.5	1082	i	55.2	18.6	-11.5	-1.2%
Cc1nc2ccccc2n1/N=C/c1ccc([N+](=O)[O-])s1	i	i	2.5	10.1*	15.6*	15.7*	-1.32	-0.0327	-1.02	0.622	3.7%	4.9	507	i	48.1	80.2*	41.6*	0.7%
CCC(CC)NC(=O)CSc1nnc(-c2c[nH]c3ccccc23)o1	i	i	28.2	2.3	2.0	1.2	0.718	-0.241	0.615	-1.32	1.1%	-2.6	1134	i	50.5	4.5	-0.2	0.2%
COc1ccc(CNC(=O)c2cnc(C)cn2)cc1	i	i	-4.2	1.3	1.2	5.1	-0.15	-0.144	-0.0911	-0.0235	26.4%	-0.8	1247	i	52.9	2.9	2.9	3.4%
O=C1CSC(c2cccnc2)N1Cc1cccnc1 (stereo unspecified)	i	x	x	x	x	x	0.106	0.153	-0.102	0.82	1.3%	-1.5	1176	i	46.7	x	x	-2.2%
COC(=O)/C(=C/c1ccc(OC)cc1)NC(=O)c1ccco1	i	i	-12.0	4.3	3.7	9.2	2.36	0.212	1.14	-1.08	3.9%	-3.3	1065	i	30.9	-4.5	-18.5	4.2%
Cc1c(N2C(=O)C(=O)/C(=C(/O)c3ccc(Cl)cc3)C2c2ccccc2)c(=O)n(-c2ccccc2)n1C (stereo unspecified)	i	i	3.4	3.4	1.8	4.8	-0.616	-0.0714	-0.106	0.0889	14.5%	0.5	889	i	42.4	-6.0	18.9	62.1µM*
CCCc1cc(C(=O)NCc2ccco2)no1	i	x	x	1.8	2.4	7.6	-1.19	-0.309	-0.608	0.941	-5.0%	-0.8	1182	i	19.8	-8.0	4.6	7.3%
CCc1cc(=O)oc2cc(OCC(=O)OC)c(Cl)cc12	i	i	-1.3	2.7	0.2	53.0	2.02	-0.26	1.96	-1.47	-6.8%	x	x	i	46.0	-2.0	-11.4	7.5%
O=S(=O)(NCCC1CC1(Cl)Cl)c1ccccc1 (stereo unspecified)	i	x	x	x	x	x	0.451	-0.262	0.222	-0.661	-3.3%	0.4	1317	i	28.5	x	x	3.8%
COc1ccc(S(=O)(=O)N2CCCc3ccccc32)cc1OC	i	x	x	x	x	x	0.497	-0.253	0.667	-0.0685	5.5%	0.0	1316	i	13.5	x	x	1.1%

(continued)
SMILES	Yfh1-off respiration	Autophagy HCS	Autophagy HCS cell loss 18 h	MT stabilizer	MT stabilizer Hoechst-high %	MT stabilizer cytotoxicity %	Dynein cargo inh	Dynein cargo inh cytoplasmic EGFP	Dynein cargo inh nuclear GR-EGFP	Dynein cargo inh cell count	M17LAP inhibition	b-catenin transl	b-catenin transl cell count 5 µM	T cell modulator	T cell modulator vesicle-bound %	WT yeast gro inh	WT yeast gro inh mutant strain	P. falciparum M1AAP
COCCn1c(SCC#N)nnc1-c1ccc(OC)cc1	i	i	-4.7	3.0	1.7	8.9	-0.703	-0.219	-0.3	0.0444	6.0%	-1.6	1231	i	41.0	-17.6	12.7	4.4%
Cc1ccc(N2C(=O)C3CC(c4ccccc4)=C4C5C=CC(C6C(=O)N(c7ccc(C)cc7C)C(=O)C56)C4C3C2=O)c(C)c1 (stereo unspecified)	i	i	20.0	1.9	1.8	8.3	0.332	-0.0176	0.579	0.125	5.1%	0.9	1102	i	18.5	x	x	11.2%
Cc1c(Cl)cccc1N1C(=O)CC(NNC(=O)c2cccnc2)C1=O (stereo unspecified)	i	i	-11.5	2.7	2.0	7.9	-0.0795	-0.193	-0.00137	-0.245	10.8%	0.3	1037	i	54.9	0.8	-2.5	8.1%
CC(c1ccncn1)N(C)Cc1nc(-c2ccc(C(F)(F)F)cc2)no1 (stereo unspecified)	i	i	-7.8	3.1	1.6	4.6	-0.687	0.196	-0.169	0.744	-10.8%	-1.3	952	i	55.8	10.5	10.4	16.3%
O=C(NCC1CCCO1)C(c1ccc(F)cc1)N(CCCN1CCOCC1)C(=O)c1ccc(-c2ccccc2)[nH]1 (stereo unspecified)	i	i	38.5	1.0	2.6	7.5	-0.175	-0.328	0.264	0.445	-3.9%	-0.2	1085	i	65.7	-8.7	-11.5	1.6%
CCCc1cc(-c2nc(N)ncc2-c2ccc3c(c2)OCCCO3)c(O)cc1OC	i	i	-8.1	4.7	1.0	7.9	-0.323	-0.224	-0.215	-0.776	1.2%	-0.7	1072	i	40.7	84.7*	13.2*	4.7%
COc1ccc(NC(=O)COc2ccccc2)c(OC)c1	i	i	7.8	1.0	2.0	4.8	-0.401	-0.18	0.00594	0.428	0.9%	-0.6	969	i	39.7	3.2	-5.2	10.1%
Cc1ccc(CNC(=O)CCS(=O)(=O)c2ccc(Br)s2)cc1	i	i	-3.1	1.9	2.3	5.6	-1.04	-0.384	-0.555	0.366	-3.3%	-2.5	1046	i	39.5	-3.2	-12.2	0.9%

Two of these compounds, reformatted.
Results follow in this order: Yfh1-off respiration, Autophagy HCS, Autophagy HCS cell loss 18 h, MT stabilizer, MT stabilizer Hoechst-high %, MT stabilizer cytotoxicity %, Dynein cargo inh, Dynein cargo inh cytoplasmic EGFP, Dynein cargo inh nuclear GR-EGFP, Dynein cargo inh cell count, M17LAP inhibition, b-catenin transl, b-catenin transl cell count 5 µM, T cell modulator, T cell modulator vesicle-bound %, WT yeast gro inh, WT yeast gro inh mutant strain, P. falciparum M1AAP
O=S(=O)(NCCC1CC1(Cl)Cl)c1ccccc1 (stereo unspecified)
    i, x, x, x, x, x, 0.451, -0.262, 0.222, -0.661, -3.3%, 0.4, 1317, i, 28.5, x, x, 3.8%
COc1ccc(S(=O)(=O)N2CCCc3ccccc32)cc1OC
    i, x, x, x, x, x, 0.497, -0.253, 0.667, -0.0685, 5.5%, 0.0, 1316, i, 13.5, x, x, 1.1%
